Screens from PubChem.
dFosB act = activators of delta FosB homodimer, primary screen, biochemical, fluorescence polarization, TAMRA-CDK5 oligo, single point; Protein FosB (Mus musculus), P13346; purified delta FosB; percent of positive-control signal above neutral wells; activation, % at 25 µM; 0.99% of 340,000 active;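 active = mean activation above about 17%, with every replicate also reaching it, limit read from the data, passing the limit was not always enough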;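 note: fluorescence polarization rise as delta FosB binds a TAMRA Cdk5 AP-1 oligo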
Target sequence (P13346 whole entry, looked up): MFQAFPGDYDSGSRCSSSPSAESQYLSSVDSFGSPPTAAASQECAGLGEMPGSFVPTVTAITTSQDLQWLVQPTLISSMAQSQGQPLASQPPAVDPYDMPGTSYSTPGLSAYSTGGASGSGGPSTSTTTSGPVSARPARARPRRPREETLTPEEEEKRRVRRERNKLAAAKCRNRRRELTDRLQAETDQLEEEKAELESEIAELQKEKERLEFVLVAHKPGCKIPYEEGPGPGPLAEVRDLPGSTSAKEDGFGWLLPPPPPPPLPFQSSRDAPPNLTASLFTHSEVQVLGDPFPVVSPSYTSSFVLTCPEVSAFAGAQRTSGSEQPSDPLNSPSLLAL
CDK5 p35 inh = inhibitors of human CDK5/p35 kinase, primary screen, biochemical, single concentration; Cyclin-dependent kinase 5 (Homo sapiens) + Cyclin-dependent kinase 5 activator 1 (Homo …; Recombinant CDK5/p35, ADP-Glo luminescence, 60 min; inhibition, % at 10 µM; 0.01% of 330,000 active;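 active = highest replicate inhibition of at least 50% and at least 75% of replicates reaching 50%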;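 note: plate controls were DMSO neutral control for no effect and GW8510 at 10 µM for full effect; many of its hits are not listed in these tables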
PvdQ inh = P. aeruginosa PvdQ acylase inhibitors, primary screen, biochemical, fluorescence, plate reader and imaging, single point; inhibition, % at 10 µM; PvdQ acylase [Pseudomonas aeruginosa LESB58]; purified PvdQ acylase; 0.063% of 340,000 active; in the data active = inhibition above about 30%, passing the limit was not always enough;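 note: 0% = vehicle neutral wells and 100% = reference inhibitor wells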
HTR5A inv ctr = HTR5A inverse agonists in luminescence cell assay, primary screen, counter-screen for OPRM1-OPRD1 heterodimer inverse agonist project, full-deck HTS. inhibition, % at 9.3 µM. AID 504634, 2011. 0.083% of 340,000 active. HTR5A cell line, inverse agonism; in the data active = inhibition mostly above about 23%, no sharp cut-off; inactive = mostly below about 18%;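 note: 0% = cells with DMSO and 100% = no-cell wells with DMSO; some compounds called inactive have numbers as strong as hits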
HTR5A ag ctr = HTR5A agonists in luminescence cell assay, primary screen, counter-screen for OPRM1-OPRD1 heterodimer agonist project, full-deck HTS. 0.61% of 340,000 active. cell-based. AID 504692, 2011. 5-hydroxytryptamine receptor 5A (Homo sapiens), P47898. activation, % at 9.3 µM; in the data active = activation mostly above about 9.5%, no sharp cut-off; inactive = mostly below about 7.6%;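 note: 0% = cells with vehicle only and 100% = reference agonist; strong numbers were not always called active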
MITF act = activators of MITF-driven TRPM1 promoter reporter, primary screen, cell-based, SK-MEL-5, luciferase, single point | SK-MEL-5 TRPM1-promoter luciferase, 24 h; % of positive control, neutral wells = 0 | activation, % at 12.5 µM | 0.75% of 300,000 active;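 active = mean activation of at least 80% with every replicate also reaching 80%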;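 note: 0% = neutral control wells and 100% = parthenolide positive control wells; values of inactives mirror those of a sister screen read the other way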
Wnt bcat act = Wnt/beta-catenin pathway activators, primary screen, cell-based, plate reader, single point; Wnt/beta-catenin reporter cell assay, activator; AID 743398, 2014; 1.2% of 300,000 active; activation, % at 9.35 µM; in the data active = activation above about 30%, passing the limit was not always enough;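 note: 0% = neutral control wells and 100% = positive control wells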
SR-BI HDL uptake = inhibitors of SR-BI mediated HDL lipid uptake, primary screen, ldlA[mSR-BI] cells, fluorescence, single point; inhibition, % at 12.5 µM; Scavenger receptor class B member 1 (Mus musculus), Q61009; AID 488896, 2010; ldlA[mSR-BI] CHO cells, DiI-HDL uptake fluorescence, 3 h; 0.96% of 320,000 active;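 active = mean replicate inhibition of at least 70% and a set share of replicates each scoring 70 or more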;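 note: 0% = median of neutral control wells and 100% = median of positive control wells; values of inactives mirror those of a sister screen read the other way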
Target sequence (Q61009 whole entry, looked up): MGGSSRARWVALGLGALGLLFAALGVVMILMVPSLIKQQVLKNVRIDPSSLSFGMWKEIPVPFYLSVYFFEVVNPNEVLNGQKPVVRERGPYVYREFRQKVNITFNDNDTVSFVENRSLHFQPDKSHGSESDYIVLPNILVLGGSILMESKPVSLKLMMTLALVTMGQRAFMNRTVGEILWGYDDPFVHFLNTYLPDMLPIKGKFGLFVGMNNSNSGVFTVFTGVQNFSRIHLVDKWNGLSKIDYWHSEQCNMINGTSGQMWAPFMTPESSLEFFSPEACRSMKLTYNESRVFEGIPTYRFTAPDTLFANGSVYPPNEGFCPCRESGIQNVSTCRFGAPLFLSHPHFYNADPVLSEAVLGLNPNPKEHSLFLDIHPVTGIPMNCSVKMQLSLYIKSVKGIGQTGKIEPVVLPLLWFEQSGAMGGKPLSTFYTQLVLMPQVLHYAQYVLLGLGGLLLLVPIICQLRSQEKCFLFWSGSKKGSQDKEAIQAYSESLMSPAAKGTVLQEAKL
NSD2 HMT inh = NSD2 histone methyltransferase inhibitors, primary screen, biochemical, AlphaScreen, single concentration, set 2; inhibition, % at 12.5 µM; 0.54% of 310,000 active; Histone-lysine N-methyltransferase NSD2 (Homo sapiens), O96028; NSD2 peptide methylation, 120 min; in the data active = inhibition above about 50%
V-ATPase pH = regulators of yeast V-ATPase proton pumping, primary screen, pHLuorin cytosolic pH fluorescence | response, % at 10 µM | 0.37% of 350,000 active | AID 504577, 2011 | S. cerevisiae; in the data active = response mostly above about 7.3%, no sharp cut-off; inactive = mostly below about 5.4%; note: actives read high; inactives centre near 0; some compounds called inactive have numbers as strong as hits; reference of the scale not given here
The depositor's hits bear a star; nt = not tested or not shown.

SMILES	dFosB act	CDK5 p35 inh	PvdQ inh	HTR5A inv ctr	HTR5A ag ctr	MITF act	Wnt bcat act	SR-BI HDL uptake	NSD2 HMT inh	V-ATPase pH
CC(C)c1ccc(-n2c(O)c(/C=N/NC(=O)c3ccccc3O)c(=O)[nH]c2=S)cc1	-1	2.0	-6	18	-6	5	2	107*	nt	-3
COC(=O)C1=C(c2ccc(F)cc2OCc2ccccc2)C[C@@H]2CC[C@H]1N2C(=O)NCCOc1ccccc1Cl	-7	0.2	3	1	2	-8	-8	34	nt	-2
N#CC(C#N)=C(C#N)c1ccc(Nc2ccccc2)cc1	8	2.7	3	-3	1	nt	-1	-16	-4	-2
CC[C@H]1C2C[C@H]3[C@@H]4N(C)c5ccccc5C45C[C@H](C2[C@H]5O)N3[C@@H]1O (stereo not given in full)	3	-1.8	-10	-1	0	-14	2	6	nt	3
CC1CN(O)C2CCc3c(no[n+]3[O-])C12O (stereo not given)	-2	-0.3	-13	-29	3	nt	nt	-7	nt	3
c1ccc2c3c([nH]c2c1)CNCC3	5	0.8	-7	-26	7	-13	-3	-2	nt	-74
COC(=O)C1=C(c2cccc(OC)c2OC)C[C@@H]2CC[C@H]1N2C(=O)NCCCOC(C)C	1	2.3	-14	-29	2	5	7	-11	nt	-1
CC1SC2(CN3CCC2CC3)NC1=O (stereo not given)	1	0.6	2	-1	3	nt	1	-34	-2	-1
Cc1ccc(/C=C2\C(=O)NC(=S)N(c3ccc(F)cc3)C2=O)s1	-9	1.2	-12	19	2	-58	-1	-1	nt	5
O=C1C2CCN(CC2)[C@@H]1Cc1ccc2ccccc2c1O	-9	0.3	12	-9	-1	32	nt	-25	4	1
COc1ccc2c(CN3CC=C(c4ccccc4)CC3)cc(=O)oc2c1	-9	-1.6	-5	-29	4	7	0	8	2	7
COC(=O)C1=C(c2ccc(OC(F)(F)F)cc2)C[C@@H]2CC[C@H]1N2C(=O)NCCc1ccccc1	-4	0.3	-27	-5	-3	0	-1	5	nt	-4
O=c1[nH]c(=S)n(-c2ccc(Br)cc2)c(O)c1C=Nc1ccc(N2CCOCC2)cc1	-3	0.1	-7	1	0	6	-9	15	-2	-4
C[N+](C)(C)Cc1ccccc1	2	0.7	-12	5	6	6	-5	-6	nt	0
Cc1cc(C(=O)OCC(=O)Nc2ccccc2F)c(C)n1C1CC1	-8	-2.8	-13	-7	2	85*	9	8	1	4
COC(=O)C1=C(c2ccc(F)cc2F)C[C@@H]2CC[C@H]1N2C(=O)N1CCCC1	-5	-0.8	-12	-3	10	13	-3	-2	nt	1
CC1CN(C)C(C)(C)CC1(O)c1ccccc1 (stereo not given)	-1	-0.4	-5	15	-6	-5	-1	-7	0	0
Cn1c(O)c(/C=C2\C=Nc3ccc(Br)cc32)c(=O)n(C)c1=O	-4	1.5	6	-13	4	4	-1	-1	-2	-2
CC(=O)Nc1ccc(OC(=O)N(C)C)cc1	-4	-1.0	0	4	-7	nt	nt	-20	15	-5
CC(=C1C(=O)c2ccccc2C1=O)N1CCN(CCN=Cc2c(O)n(C)c(=O)n(C)c2=O)CC1	1	0.1	17	-17	-3	-6	-1	3	2	-1

In the list so far, 2 have bromine:
SMILES	dFosB act	CDK5 p35 inh	PvdQ inh	HTR5A inv ctr	HTR5A ag ctr	MITF act	Wnt bcat act	SR-BI HDL uptake	NSD2 HMT inh	V-ATPase pH
O=c1[nH]c(=S)n(-c2ccc(Br)cc2)c(O)c1C=Nc1ccc(N2CCOCC2)cc1	-3	0.1	-7	1	0	6	-9	15	-2	-4
Cn1c(O)c(/C=C2\C=Nc3ccc(Br)cc32)c(=O)n(C)c1=O	-4	1.5	6	-13	4	4	-1	-1	-2	-2

(continued)
SMILES	dFosB act	CDK5 p35 inh	PvdQ inh	HTR5A inv ctr	HTR5A ag ctr	MITF act	Wnt bcat act	SR-BI HDL uptake	NSD2 HMT inh	V-ATPase pH
COc1ccc2cc(C(=O)C3CCCN(C4CCOCC4)C3)ccc2c1 (stereo not given)	-12	1.5	-15	-53	0	6	-5	7	8	2
O=C1CC(c2ccccc2)CC(O)=C1C=NCCN1CCN(C(=O)Cc2ccccc2)CC1 (stereo not given)	-2	0.3	-17	-36	2	nt	nt	-4	-2	-2
Cc1nn(Cc2ccccc2Cl)c(Cl)c1C(=O)O	1	-0.2	-28	-5	1	-3	0	-8	-2	2
O=C(c1cc(F)ccc1F)C1CCCN(CCCc2ccccc2)C1 (stereo not given)	-4	-0.3	-13	-6	-1	-1	-5	-11	-1	-1
Cc1ccsc1C(=O)C1CCCN(Cc2cnc(N)nc2)C1 (stereo not given)	1	-1.4	-3	19	1	-7	-6	nt	nt	-6
Cc1ccc(N2C(=O)NC(=O)/C(=C\C=C\c3ccco3)C2=O)cc1C	0	-0.4	7	8	-3	-90	6	-20	65*	-6
Nc1ccc(S(=O)(=O)N2CCCCC2c2cccnc2)cc1 (stereo not given)	4	-0.6	2	3	-1	2	-3	-6	nt	3
CCCN1CCC2(CC1)NC(CO)(CO)CO2	-10	1.4	-9	-5	2	-1	-2	-20	1	-2
Cc1cc(C)cc(NC2=NCCCS2)c1	-2	-1.0	-28	9	8	-6	-1	2	0	4
COCOC1CCC2C3CCC4=CC(=O)CCC4=C3C=CC12C (stereo not given)	-19	1.6	5	-23	6	-3	4	1	5	7
COc1ccc(-c2nn(CCC#N)cc2C(=O)Nc2ccccc2)cc1OC	3	-0.2	1	-12	4	nt	1	-14	12	-1
Cc1cc(N(CCCl)CCCl)ccc1C=NNC(=O)Cc1cc(=O)oc2cc(O)ccc12	-3	-2.3	8	-13	3	0	12	40	27	-2
O=C1CCN(C(=O)CCCn2c(=O)oc3ccccc32)CC1	1	-0.2	-16	6	-2	-12	-1	-9	nt	0
COC(=O)C(O)(c1ccc(NC(=S)NC(=O)c2ccc(Cl)cc2Cl)cc1)C(F)(F)F (stereo not given)	2	1.5	6	0	0	-6	-1	24	-2	2
Cc1nnc2ccc(-c3cccc(C(F)(F)F)c3)nn12	-15	-0.2	-10	-29	-1	10	-2	6	nt	0
CCOc1ccc(-c2cc(C)[n+](CCO)c(-c3ccc(OCC)cc3)c2)cc1	-4	1.9	-3	-8	-1	-62	0	-1	2	-1
CN(C)C1(CNC(=O)Cc2ccccc2F)CCCCC1	-6	-1.7	1	3	-1	-15	1	17	1	0
C[C@]12CCC3C(CC[C@@H]4CC(=O)CC[C@]34C)C1CC[C@@H]2O (stereo not given in full)	-3	-1.5	-8	19	-5	-13	-4	0	-1	3
C/C(=N\N1CCCCCC1)c1c(O)n(C2CCCCC2)c(=O)[nH]c1=O	-20	1.9	-10	-12	-4	nt	-2	9	-1	-2
COC1=CC(=O)OC(CCc2ccc3c(c2)OCO3)C1 (stereo not given)	-8	-1.1	-8	6	2	-5	-2	10	nt	-2
Cc1ccc(C(O)(c2ccc(C)c(C)c2)C2CN3CCC2CC3)cc1C (stereo not given)	-3	1.0	7	-9	2	-82	-3	-9	2	-2
CC(C)Sc1nnc([C@@H](N)Cc2ccccc2)o1	-7	-1.3	-4	-6	2	5	nt	-20	-1	-1
COC(=O)C1=C(c2ccc(S(C)(=O)=O)cc2)C[C@@H]2CC[C@H]1N2C(=O)N1CCCCC1	2	-1.4	0	0	0	-3	1	-4	nt	5
NS(=O)(=O)c1ccc(N=Cc2c(O)n(C3CCCCC3)c(=O)n(C3CCCCC3)c2=O)cc1	-11	1.1	4	9	0	-12	-9	-31	2	0
CNCC(O)c1cc(OCc2ccccc2)c(OCc2ccccc2)cc1F (stereo not given)	-1	1.5	-4	-3	-5	22	-6	26	nt	10
Cc1nc2ccccc2c(=O)n1-c1cc([N+](=O)[O-])cc([N+](=O)[O-])c1	-7	0.9	2	-8	2	-46	-1	31	2	-1
Cn1cc(C(=O)OCC(=O)NC2CCCCC2)c2ccccc21	0	0.3	-17	-10	4	6	-1	-4	0	-1
CN1CCN(Cc2ccccc2C(F)(F)F)CC1	4	0.0	-4	-12	4	nt	-9	-8	-2	1
COc1ccc(NP(=O)(Oc2ccc(Cl)cc2)Oc2ccc(Cl)cc2)cc1OC	-6	-0.1	-8	-12	1	14	-3	22	0	6
Cc1cccnc1-n1c(C)nc2ccccc2c1=O	-4	0.4	7	-9	-2	-8	nt	-29	2	-5
C/C=C1/C[N+]2(C)CCC34C(=C(C=O)[C@H]1C[C@@H]32)Nc1ccccc14 (stereo not given in full)	1	-0.7	6	-2	1	0	-1	-5	nt	-6
CCOCN(C(=O)CCl)c1c(C)cccc1CC	2	1.0	-14	13	-5	-7	-4	-10	0	5
Nc1c(C(=O)NCCCc2ccccc2)c2nc3ccccc3nc2n1Cc1cccs1	-1	-2.4	-30	-30	-3	nt	nt	-10	20	0
COc1ccc(N2CC2c2ccncc2)cc1 (stereo not given)	4	0.3	2	-55	1	-9	-1	6	7	-2
NC1C2CN3CCN(C2)CC1(c1ccccc1)C3 (stereo not given)	-2	0.8	-8	-1	4	3	0	1	nt	3
O=C(O)C1Cc2ccccc2N2CCCC12 (stereo not given)	3	2.3	-9	1	0	-6	5	-3	26	-1
NC(=O)Nc1cccc(C(F)(F)F)c1	-5	0.1	-10	13	3	8	0	-6	-2	2
CCOC(=O)c1ccccc1NC(=O)c1c(O)[nH]c(=S)[nH]c1=O	6	1.3	-3	-11	-2	10	2	-27	nt	4
COc1ccc(CC(=O)N2CCN(C)CC2)cc1OC	-6	-1.6	-2	-9	2	0	9	-4	2	5
CN(C)C(=O)Oc1ccc(OCc2nc3ccccc3[nH]2)cc1	-3	9.9	5	2	-1	-9	-4	-19	18	-5
Nc1ccc2ccc3cccc[n+]3c2c1	32*	0.4	-8	3	-1	nt	-2	-19	24	-75
CC1CCCN(C(=O)CCl)C1 (stereo not given)	-2	-0.4	-13	4	-1	1	-1	-25	-3	-1
CCSc1nnc([C@@H](N)Cc2ccccc2)o1	-2	1.1	-10	-17	-3	13	nt	-29	10	-4
N#Cc1ccc(NC(=O)CN2C(=O)NC3(CCCC3)C2=O)cc1Cl	-2	-1.7	-16	-22	8	nt	-2	nt	-4	3
CCOC(=O)/C(CCCN(CC)CC)=N\O	-4	0.3	-15	-20	-2	-17	nt	-37	1	4
O=C(NC1CN2CCC1CC2)c1ccc(-c2ccc([N+](=O)[O-])cc2)o1 (stereo not given)	-4	2.2	11	-8	6	3	nt	-5	2	-3
C[C@]1(O)CC[C@H]2[C@@H]3CCC4=CC(=O)CC[C@]4(C)[C@@]3(F)[C@@H](O)C[C@@]21C	-7	1.0	2	17	-7	-1	1	1	nt	9.2*
COc1cc(/C=C(/C)[N+](=O)[O-])ccc1OCc1ccccc1Cl	6	-1.1	-11	12	-4	-90	-11	34	nt	-3
COc1ccc(C(=O)O)cc1OC	-3	-0.7	-11	19	-3	1	0	-8	nt	-1
CCN(CC)C(=O)COc1cc(C)cc2oc(=O)c3c(c12)CCCC3	-22	1.3	27	-25	7	nt	-1	32	14	1

Only part of the results is shown; the hit share may differ from the screen's.
